High-throughput results deposited in PubChem by National Center for Advancing Translational Sciences (NCATS).
PTHR1 agonist – agonists of human PTHR1 parathyroid hormone receptor; Potency, µM (highest dose often 115 µM), for the others: at the top dose activation, actives largely listed as activators; 410,000 tested, 0.075% active; Q03431; HEK293 GP2 PTHR1 cells, GloSensor cAMP luminescence, 1 h; AID 743266; note: potency is the fitted concentration of half-maximal effect; nearly all actives have a fitted effect of over 55% in size; some results filed as inactive show a strong effect at the top dose; inactives centre near -15; many of its hits are not listed in these tables
Target sequence (Q03431 whole entry, looked up): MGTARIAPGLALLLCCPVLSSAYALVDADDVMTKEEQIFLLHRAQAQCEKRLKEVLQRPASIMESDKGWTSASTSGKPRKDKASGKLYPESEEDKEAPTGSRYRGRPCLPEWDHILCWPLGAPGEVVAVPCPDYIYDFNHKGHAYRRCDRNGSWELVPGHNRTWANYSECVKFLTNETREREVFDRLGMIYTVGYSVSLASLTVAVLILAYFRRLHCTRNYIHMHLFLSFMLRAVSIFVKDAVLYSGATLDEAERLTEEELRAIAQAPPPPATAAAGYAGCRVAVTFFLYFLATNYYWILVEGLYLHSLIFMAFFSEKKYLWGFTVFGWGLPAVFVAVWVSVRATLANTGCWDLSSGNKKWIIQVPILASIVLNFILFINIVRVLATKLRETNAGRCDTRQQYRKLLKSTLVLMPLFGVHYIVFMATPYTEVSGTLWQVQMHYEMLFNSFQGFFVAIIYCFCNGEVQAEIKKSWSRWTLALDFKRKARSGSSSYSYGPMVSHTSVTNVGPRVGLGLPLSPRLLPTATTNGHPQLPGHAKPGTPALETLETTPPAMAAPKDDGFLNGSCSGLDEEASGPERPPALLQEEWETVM
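HEK-293-derived GP2 cells expressing PTHR1 and a GloSensor cAMP reporter, 3,000/well, plated overnight, given luciferin plus IBMX (each 0.5 mM as added) for 1 h at 37 °C, then compound for 1 h at 37 °C. Luminescence was read after 15 min at room temperature.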
DRD3 antagonist – blocks the human D3 dopamine receptor | P35462 | AID 652054 | 360,000 tested, 2.5% active | max response, negative = inhibition, % | D3R cells, DiscoveRx beta-arrestin luminescence, antagonist mode; hits give low values; in the data active = max response below about -50%; inconclusive = no clear call, values can overlap the other calls; note: % is set by controls: 0 for no effect and ±100 for the full control effect; mostly tested at two doses, the higher about 12 µM
Target sequence (P35462 whole entry, looked up): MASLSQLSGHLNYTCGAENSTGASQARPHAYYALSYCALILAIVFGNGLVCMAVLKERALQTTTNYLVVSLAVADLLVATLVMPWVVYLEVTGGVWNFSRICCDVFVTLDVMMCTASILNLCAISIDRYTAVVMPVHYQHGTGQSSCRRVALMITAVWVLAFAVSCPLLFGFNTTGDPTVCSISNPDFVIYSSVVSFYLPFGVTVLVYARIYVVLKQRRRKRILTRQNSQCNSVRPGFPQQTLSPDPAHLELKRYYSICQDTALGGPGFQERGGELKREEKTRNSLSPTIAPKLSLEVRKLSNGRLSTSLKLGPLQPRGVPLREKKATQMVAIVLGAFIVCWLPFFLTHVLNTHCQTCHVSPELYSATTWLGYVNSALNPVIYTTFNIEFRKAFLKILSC
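Cells plated overnight at 1500 cells/well, then exposed to library compounds with dopamine controls for 90 minutes at 37 degrees C. DiscoveRx reagent added for 30–60 minutes at room temperature; luminescence read, quantitative HTS format.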
GLP1R ag – activates the human GLP-1 receptor | HEK293 GLP-1R CRE-luciferase, luminescence, 4-6 h; cells express a hypersensitive GLP-1R form | P43220 | Potency, µM (titrated, usually from 45.6 µM), for the others: at the top dose activation, most hits filed as activators | 380,000 tested, 0.007% active | AID 624172; note: potency is the fitted concentration of half-maximal effect; % of control where 0% means no effect
GLP1R cytotox – cytotoxicity counter-screen for GLP-1 receptor inverse agonists; HEK293 cAMP-luciferase reporter cells, luminescence, 24 h; 410,000 tested, 0.13% active; Potency, µM (top dose mostly 38.3 µM), inactives show at the top dose activity change, negative = inhibition, most hits filed as inhibitors;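 note: loss of luciferase light is scored as toxicity; potency is the fitted concentration of half-maximal effect; % is set by controls: 0 for no effect and ±100 for the full control effect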
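Seeding density was 200 cells/uL; after overnight-length (12 h) culture, 23 nL compounds went on for 24 h at 37 °C. Readout used a luciferase detection reagent, luminescence taken after 12 min at room temperature.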
aSyn rescue – alpha-synuclein toxicity inhibition in yeast | Potency, µM (series often up to 46.1 µM), for inactives: top-dose growth rescue (activation), actives largely listed as activators | 370,000 tested, 0.14% active | Yeast expressing alpha-synuclein, growth rescue, BacTiter-Glo, 24 h; note: potency is the fitted concentration of half-maximal effect; % of control where 0% means no effect; nearly all actives have a fitted effect of over 65% in size
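Screening used galactose-induced yeast with toxic alpha-synuclein levels, exposed to compound for 24 hr at 30 deg C. Cell growth, read with BacTiter-Glo luminescence, gave the measured signal.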
GLP1R inv ag – inverse agonists of human GLP-1 receptor; AID 624417; 410,000 tested, 1.6% active; HEK293 GLP-1R CRE-luciferase, luminescence, 24 h; GLP-1R form is constitutively active; Potency, µM (titrated, usually from 38.3 µM), without a hit: at the top dose activity change, negative = inhibition, usual class: inhibitors; P43220; note: potency is the fitted concentration of half-maximal effect; % is set by controls: 0 for no effect and ±100 for the full control effect; nearly all actives have a fitted effect of over 55% in size
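qHTS in 1536-well format: reporter HEK293 cells expressing constitutive GLP-1R activity in DMEM + 10% Nu serum, 24 hr with compounds at 37 deg C, luminescence read after 12 min with detection reagent.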
KB-V1 cytotox – kills drug-selected multidrug resistant KB-V1 cells. KB-V1 MDR cells viability, CellTiter-Glo, 72 h. Potency, µM (series often up to 46.1 µM), inactives show top-dose activity change, negative = cytotoxicity, hits mostly cytotoxic. 400,000 tested, 3.4% active; note: potency is the fitted concentration of half-maximal effect; % is set by controls: 0 for no effect and ±100 for the full control effect; nearly all actives have a fitted effect of over 60% in size
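Luminescent ATP read-out (CellTiter-Glo, 10 min) measures survival of drug-selected KB-V1 MDR cells after 72 h, 37 degrees C compound exposure. Medium: phenol-red-free DMEM, 10% FBS. Values from fitted concentration-response curves.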
D3 ag – agonists of human D3 dopamine receptor | max activation, % | AID 652048 | D3R DiscoveRx beta-arrestin cells, luminescence, 90 min | 410,000 tested, 0.58% active | P35462; in the data active = max activation above about 30%; note: 0% is about no effect; mostly tested at two doses, the higher about 12 µM
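Cells at 1500/well, incubated overnight, then treated with pinned compounds (dopamine as control) for 90 min at 37 degrees C. DiscoveRx reagent added for 30 - 60 minutes at room temperature; luminescence read.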
TDP-43 yeast inh – rescues yeast growth from TDP-43 toxicity; TDP-43 expressing yeast growth rescue, BacTiter-Glo, 24 h; Potency, µM (series often up to 46.1 µM), for the others: top-dose growth rescue (activation), most hits filed as activators; 410,000 tested, 1.8% active; AID 652104; note: potency is the fitted concentration of half-maximal effect; % of control where 0% means no effect; nearly all actives have a fitted effect of over 50% in size
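Readout is BacTiter-Glo luminescence of cell growth, so inhibitors register as activators. TDP-43-expressing yeast at OD600=0.02 in galactose medium, after raffinose pregrowth to mid-log, were incubated with compound for 24 hr at 30 deg C.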
* hit, by the source's call; i = inactive; ? = inconclusive; . = no result given; [ ] = another dose, or the depositor's remark. Unless noted, calls come from the whole dose curve; as a rule, active = well fitted curve in the direction sought with a large enough effect; inconclusive = small, poorly fitted or top-dose-only effect, or another doubt; inactive = no such curve, though single readings can be large; an effect the other way counts as inactive or inconclusive. These rows are one share of the data. The share of hits here may be higher or lower than overall.

SMILES | PTHR1 agonist | DRD3 antagonist | GLP1R ag | GLP1R cytotox | aSyn rescue | GLP1R inv ag | KB-V1 cytotox | D3 ag | TDP-43 yeast inh
CCC(=O)Nc1nc(-c2ccc3c(c2)CC(C)N3S(C)(=O)=O)cs1 (stereo not drawn) | -17% | 3 | 17% | -7% | 6% | 43%[activator] | -18% | 17 | 0%
O=c1oc2c(-c3ccc([N+](=O)[O-])cc3)cc(O)cc2s1 | 24% | -56* | -6% | -25% | -9% | 5% | 0% | -5 | -17%
COc1cc2[nH]c3c(N4CCN(c5ccc(Cl)cc5)CC4)ncnc3c2cc1OC | i | 22 | -3% | -12% | -20% | 4% | -3% | 1 | -4%
Cn1c(CSCc2ccc(Cl)cc2)nnc1SCC(=O)Nc1nc2ccccc2s1 | -36%[inhibitor][57.5 µM] | -11 | 3% | 2% | -2% | -16% | -23% | -1 | -24%
CCc1ccc(N2CC(C(=O)OCC(=O)Nc3cc(C)on3)CC2=O)cc1 (stereo not drawn) | i | 9 | 3% | -1% | 0% | 28% | 17% | -10 | 7%
Cc1cccc(C)c1NC(=O)CN(C)C(=O)c1ccccc1Cc1ccccc1 | i | -5 | 5% | -4% | 7% | ? | ? | -8 | 8%
Cc1ccccc1C(=O)Nc1cc(-c2cc(C(C)(C)C)oc2C)nn1C | -43%[inhibitor] | 14 | 23% | -9% | 8% | 10µM* | -27% | -9 | -7%
CSc1nnc(N(CCC#N)CCC#N)s1 | -17%[57.5 µM] | 16 | 1% | -17% | -5% | 0% | -1% | 0 | -9%
Cc1cccc(Cn2c(-c3cccc(Br)c3)nc3ccccc32)c1 | i | . | . | 8% | . | 10µM* | . | -4 | 14µM*
Cc1ccc(CN2C(=O)c3ccccc3C2c2nnnn2C(C)C)cc1 (stereo not drawn) | i | 5 | -4% | 1% | ? | 31%[activator] | ? | 3 | 19%
COc1ccc(S(=O)(=O)NCc2ccco2)c2ccccc12 | -20%[57.5 µM] | -7 | 4% | -3% | 28% | -8% | -1% | 0 | ?
COc1ccc(-n2c(Cc3ccccc3)nnc2SCc2nc(-c3ccccc3C)no2)cc1 | i | . | . | 2% | . | ? | ? | 10 | 24%
CCCCCOC(=O)c1[nH]c2c(c1C)C(=O)CC(c1ccco1)C2 (stereo not drawn) | -65%[inhibitor] | ? | 7% | 14% | 0% | -63% | 0.0082µM* | -6 | 5%
Cc1nn(-c2ccc(F)cc2)c2nc(N)c(C#N)c(-c3ccc(O)c(O)c3)c12 | -53%[inhibitor] | 4 | 15% | -4% | -7% | -26% | -28% | -2 | 7%
CCOC(=O)C1=C(N)Oc2c(oc(CO)cc2=O)C1c1ccc(Cl)cc1 (stereo not drawn) | -12% | -26 | 11% | -8% | -6% | ? | 4% | -2 | -33%[inhibitor]
Cc1ccc(NC(=O)c2ccccc2F)cc1S(=O)(=O)N1CCCCCC1 | -21% | -2 | 10% | 7% | 5% | -55% | ? | -1 | 20µM*
Cc1c(C(=O)CN2CCCC(C)(C)C2)c2ccccc2n1C | i | -3 | 4% | -9% | 1% | -14% | 8% | -1 | 9%
O=C(NCc1ccccn1)[C@@H]1CCCN1C(=O)[C@@H]1CCCN1C(=O)c1ccccc1 | -25% | ? | -3% | 1% | -4% | 21% | -11% | -10 | 24%
CCC(C(=O)NCCc1ccc(OC)c(OC)c1)n1nc(C)c2sc3ccccc3c2c1=O (stereo not drawn) | -21% | . | . | 4% | . | -3% | 4% | -3 | 19%
O=C(c1ccc(Cl)cc1)N1CCc2c([nH]c3ccccc23)C1C(F)(F)F (stereo not drawn) | -66%[inhibitor] | -4 | 4% | 3% | 1% | ? | 15% | -3 | -7%[1.82 µM]
CCC(=O)N1CCCC1(C)C(=O)Nc1ccc(C)c(C)c1 (stereo not drawn) | i | -9 | 5% | 3% | 2% | -15% | 21% | -1 | 13%
O=c1c2ccccc2cnn1Cc1n[nH]c(=S)n1-c1ccccc1F | -3% | 0 | 2% | -8% | 1% | 20% | 9% | 9 | 7%
O=C(NC1CCSC1=O)C1CC(=O)N(c2ccc(F)cc2)C1 (stereo not drawn) | i | -6 | 6% | -7% | 1% | 3% | 0% | -4 | -11%
CCCCN1C(=O)C(=O)N(CC(=O)N2CCc3ccccc32)C1=O | i | -14 | -2% | -13% | -11% | 28% | 8% | -10 | 5%
CCOC(=O)c1ccc(NC(=O)CSc2nc3cc4ccccc4cc3[nH]2)cc1 | -14% | . | . | -31% | . | -11% | -5% | 8 | 17%
SMILES | PTHR1 agonist | DRD3 antagonist | GLP1R ag | GLP1R cytotox | aSyn rescue | GLP1R inv ag | KB-V1 cytotox | D3 ag | TDP-43 yeast inh
CCSc1nnc(NC(=O)c2cccc(S(=O)(=O)N(C)c3ccccc3)c2)s1 | -27% | 1 | -15% | -4%[1.53 µM] | -3% | -2% | -25% | 1 | -9%
CC1=C(C(=O)OCC(C)C)C(c2cccc(F)c2)N2C(=O)C(C)SC2=N1 (stereo not drawn) | -8%[57.5 µM] | -8 | 0% | -13% | -11% | ? | -5% | 0 | 19%
COc1ccc(C(=O)/C=C/Nc2ccccn2)c(OC)c1 | -28% | -13 | 12% | 12% | -49%[inhibitor] | 5% | ? | -14 | -63%[inhibitor]
c1ccc(Nc2nc(CSc3ncn[nH]3)cs2)cc1 | -29% | 14 | 12% | 18% | -1% | 11% | ? | 10 | 22%
CCC(SC1=NCCS1)C(=O)Nc1nnc(-c2ccccc2OC)s1 (stereo not drawn) | -19% | -15 | -2% | -5% | 14% | -8% | -12% | -5 | -1%
Cc1ccc(S(=O)(=O)C(CNS(=O)(=O)c2cc(F)ccc2F)c2cccs2)cc1 (stereo not drawn) | -16% | . | . | -3% | . | -9% | . | -15 | ?
Nc1c2c(nn1-c1ccccc1)CCC2 | -9% | -16 | 9% | -2% | -4% | 8% | -15% | -5 | -1%
Cc1ccc(OCC(=O)Nc2ccc(-c3nc4ncccc4o3)cc2)c(C)c1 | -90%[inhibitor] | 18 | 9% | 11% | 1% | 12% | -11% | 3 | 3%
Cc1c(CCC(=O)NCCCN2CCCC2=O)c(=O)oc2c(C)c(O)ccc12 | -20% | -25 | -1% | 335%[activator] | -6% | 12% | ? | 2 | 14%
Cc1ccc(C)c(SCC(=O)Nc2ccc(C)c(S(=O)(=O)N3CCOCC3)c2)c1 | -28% | -13 | 1% | -14% | -1% | ? | ? | -4 | 3%
COc1cc(-c2noc(-c3ccco3)n2)cc(OC)c1OC | i | 16 | 14% | 1% | 1% | 43%[activator] | -14% | 1 | 20%
COc1cc(S(=O)(=O)NC2CCCCC2)ccc1Cl | -5% | 26 | 11% | -7% | 13% | ? | 0% | 2 | ?
OC[C@@H]1CN(CCN2CCOCC2)C[C@H](n2cnc3c(NC4CCCC4)ncnc32)O1 | -21% | -51* | 4% | -5% | -1% | -4% | 4% | -10 | 22%
CCOC(=O)c1sc2ccc(S(=O)(=O)N3CCCCC3)cc2c1N | 19% | -9 | 23% | 14% | -3% | -30% | ? | -5 | -13%
CCSc1nnc(NC(=O)COc2ccc3ccccc3c2)s1 | -13%[57.5 µM] | -29 | -6% | -8% | 0% | 5% | 1% | -3 | 2%
O=C(COc1ccccc1[N+](=O)[O-])N(C1CCCCC1)C1CCS(=O)(=O)C1 (stereo not drawn) | i | 17 | 9% | -15% | 5% | 34%[activator] | 3% | 1 | -10%
CCN(c1ccc(OC)cc1)S(=O)(=O)c1csc(C(=O)N2CCCC2)c1 | -12% | -5 | 7% | -9% | 5% | -4% | -2% | 0 | -21%
COc1ccc(C(=O)C2CC2c2ccc3c(c2)OCO3)cc1 (stereo not drawn) | -24% | -3 | -8% | 2% | 6% | ? | -8% | -8 | ?
O=c1ccc2cc(S(=O)(=O)NCc3ccccc3)ccc2[nH]1 | -6% | 3 | -7% | -7% | -7% | 18% | -3% | 2 | 7%
Cc1ccc(C)c(Nc2c([N+](=O)[O-])ccc3nonc23)c1 | -9% | 3 | ? | 8% | 1% | 57%[activator] | -6% | 2 | 11%
Cc1cc(OCC(O)CN2CCN(CCO)CC2)ccc1C(C)C (stereo not drawn) | i | -8 | -21% | -25% | 20% | ? | 22% | 5 | 0%
O/N=C/c1cn(-c2ccccc2)nc1-c1cccnc1 | i | -16 | 10% | 0% | 4% | 6% | 0% | -3 | -12%
Cc1cc(C)cc(NC(=O)c2nccnc2C(=O)O)c1 | i | -1 | -1% | 14% | -2% | -5% | 3% | 0 | 26%
COc1ccccc1N1CCN(C(=O)c2ccc(CN3CCOCC3)cc2)CC1 | i | 27 | -4% | -1% | 4% | -28% | -13% | 0 | 4%
O=C(Nc1ccc2c(c1)C(=O)NC2=O)c1cccc(C(F)(F)F)c1 | -26% | 21 | -1% | 5% | -3% | 11% | 18% | 0 | 16%
COc1cccc(CN2C(=O)NC3(CCCCCC3)C2=O)c1 | -6% | -4 | 10% | 5% | 0% | -28% | -21% | 3 | ?
CN(CC(=O)N1CCCCC1)S(=O)(=O)c1ccc(Cl)cc1 | -22% | 0 | 1% | -17% | -7% | -2% | -11% | -6 | -26%[1.82 µM]
CCOc1ccc(OCCCC(=O)N2CCN(S(=O)(=O)c3ccccc3C#N)CC2)cc1 | -29% | ? | 2% | -20% | 0% | ? | 5% | 3 | 27%

Just D3 ag, KB-V1 cytotox and TDP-43 yeast inh, for 3 of the compounds above:
canonical_smiles,D3 ag,KB-V1 cytotox,TDP-43 yeast inh
Cc1nn(-c2ccc(F)cc2)c2nc(N)c(C#N)c(-c3ccc(O)c(O)c3)c12,-2,-28%,7%
CCOC(=O)C1=C(N)Oc2c(oc(CO)cc2=O)C1c1ccc(Cl)cc1 (stereo not drawn),-2,4%,-33%[inhibitor]
Cc1ccc(NC(=O)c2ccccc2F)cc1S(=O)(=O)N1CCCCCC1,-1,?,20µM*
